Siah-1 displacement = Siah-1 peptide-binding antagonists, primary screen, biochemical, fluorescence polarization, rhodamine-plectin, uHTS (AID 1817); Siah-1 / rhodamine-plectin peptide fluorescence polarization; higher % means a stronger effect; displacement, % at 20 µM, or IC50 in µM where a hit was titrated; actives 0.02% (n = 290,000);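 active means displacement of at least 50% at 20 µM, with a fluorescence ratio check between 0.3 and a set limit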;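 further: plate controls were Siah plus tracer with DMSO for no effect and tracer alone without Siah for full effect; strong numbers were not always called active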
Hep lipid drop = modulators of hepatic lipid droplet formation; AID 1656; actives 0.4% (n = 240,000); inhibition, % at 6.5 µM; AML12 mouse hepatocytes, oleate lipid droplets, BODIPY imaging;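 active means lipid droplet intensity inhibited by at least 50%, with more than 500 cells counted; inconclusive means wells with under 300 cells, treated as cytotoxic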
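Test system: AML12 hepatocytes (mouse); reagent: oleate loading, 100 µM; dosing: one dose, 6.5 µM compound; incubation: overnight exposure; signal: fluorescence imaging, 20x objective, two fields per well; read-out basis: % inhibition of corrected integrated BODIPY droplet signal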
M1AAP inhibition = malaria alanyl aminopeptidase activity blockers – biochemical, fluorogenic H-Leu-NHMec substrate, 1536-well (AID 1445) | recombinant M1AAP, H-Leu-NHMec fluorogenic kinetic assay; higher % means a stronger effect | inhibition, % at 30 µM, or IC50 in µM where a hit was titrated | actives 0.42% (n = 220,000);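 active means primary inhibition above the hit cutoff, then over 50% inhibition at one or more dose response concentrations, cut at about 23% in these data, passing the limit was not always enough; inconclusive means conflicting primary data, or primary hits not chosen for dose response; inactive means low primary inhibition, or under 50% at every dose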;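 further: plate controls were DMSO full reaction for no effect and no enzyme background for full effect; strong numbers were not always called active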
XIAP antagonists = XIAP antagonists, biochemical, IAP family, fluorescence polarization (AID 1018); displacement, % at 20 µM, or IC50 in µM where a hit was titrated; XIAP BIR domain, fluorescence polarization peptide displacement; higher % means a stronger effect; actives 0.007% (n = 200,000); in the data active means displacement above about 50%; further: a part of the inactive calls stands beside numbers as strong as those of hits
LYP inhibition = PTPN22 lymphoid phosphatase activity blockers – biochemical, fluorescence intensity, uHTS (AID 1779); actives 0.054% (n = 290,000); one-dose inhibition, % at 11.5 µM; IC50 in µM for titrated hits; recombinant LYP phosphatase, fluorescence intensity; higher % means a stronger effect;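 further: plate controls were vehicle with enzyme for no effect and no enzyme for full effect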
CSM14.1 death rescue = rescue of cells from ER stress-induced death, primary screen, 384-well, CSM14.1, thapsigargin, ATP luminescence (AID 1222); CSM14.1 thapsigargin-induced death rescue, ATP luminescence; higher % means a stronger effect; one-dose cellular ATP content (survival), % at 20 µM; EC50 in µM for titrated hits; 190,000 tested, under 10 active;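 active means EC50 below 50 µM in the dose-response confirmation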;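 further: death triggered by thapsigargin at about 15 µM added after 2 h compound pretreatment; cell ATP read after overnight thapsigargin exposure of roughly 18 to 22 hours; normalized against plate controls of thapsigargin alone and 5% DMSO vehicle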
P. falciparum M17LAP = P. falciparum M17LAP inhibitors, primary screen, biochemical, fluorogenic H-Leu-NHMec substrate, 1536-well (AID 1619) | recombinant M17LAP, H-Leu-NHMec fluorogenic kinetic assay; higher % means a stronger effect | inhibition, % at 30 µM; hits with a dose series show IC50 in µM | actives 0.38% (n = 220,000);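 active means compound inhibiting the enzyme by more than half at any dose during confirmatory dose-response retesting; inconclusive means strong single-dose inhibitors picked by rank but not retested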;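 further: plate controls were full reaction with DMSO carrier for no effect and no enzyme background for full effect; strong numbers were not always called active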
NOD2 inhibition = inhibition of NOD2-driven NF-kB reporter – cell-based, luminescence, uHTS, HEK293 (AID 1566). actives 0.63% (n = 290,000). inhibition, % at 4 µM; hits with a dose series show EC50 in µM. HEK293 NOD2/NF-kB luciferase reporter, luminescence; higher % means a stronger effect; further: many of its hits are not listed in these tables
AID2073 = inhibitors of Mint1-CaV2.2 protein interaction, biochemical, HTRF (AID 2073); HTRF protein-protein interaction, Mint1-CaV2.2; higher % means a stronger effect; inhibition, % at 20 µM, or IC50 in µM where a hit was titrated; actives 0.19% (n = 290,000); in the data active means inhibition mostly above about 51%, no sharp cut-off; inconclusive means no clear call, values can overlap the other calls; inactive means mostly below about 53%; further: some results filed as inactive read as strong as hits
Hep lipid drop cells 6.5 µM = also measured in Hep lipid drop; calls as there; cell count; measured here: cell count, cytotoxicity flag;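 cells counted across two imaged fields per well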
* marks the source's active call; other numbers are inactive results; ? = inconclusive; nt = not tested or not shown. Unless noted, no stated cut-off is given here; in the data, active means inhibition above about 50%; inactive means the rest. Not all compounds are listed; rates above refer to the full screens.

No.	compound	Siah-1 displacement	Hep lipid drop	Hep lipid drop cells 6.5 µM	M1AAP inhibition	XIAP antagonists	LYP inhibition	CSM14.1 death rescue	P. falciparum M17LAP	NOD2 inhibition	AID2073
1	COc1cccc(OC)c1C(=O)Nc1ccc(N2CCN(S(C)(=O)=O)CC2)cc1	1%	nt	nt	4%	21%	2%	-1.8%	2%	-10%	-12%
2	CCC(C)(C)NC(=O)CN(Cc1cccs1)C(=O)CCC(=O)Nc1nccs1	0%	nt	nt	11%	-23%	-4%	-1.8%	-17%	11%	-3%
3	COc1cccc(/C=N/n2c(C)nc3ccccc3c2=O)c1O	1%	nt	nt	16%	-2.6%	-8%	0.5%	2%	7%	8%
4	CC(C)CNS(=O)(=O)c1ccc(NC(=O)Cn2nc(-c3ccc(F)cc3)ccc2=O)cc1	4%	-8	530	2%	-5.4%	5%	-5.0%	-1%	3%	4%
5	CN(Cc1ccccc1)C(=O)CCn1c(=O)c2cccn2c2cccnc21	-5%	-34	720	nt	nt	-9%	nt	nt	6%	9%
6	O=C(N/N=C/c1c[nH]c2ccccc12)C1CC(=O)N(c2ccccc2)C1 (stereo unspecified)	6%	23	699	3%	-1.7%	-12%	-1.8%	0%	16%	1%
7	O=C1NC(c2cn(-c3ccccc3)nc2-c2cccs2)C(C(=O)c2cccnc2)C(O)(C(F)(F)F)N1 (stereo unspecified)	-2%	4	803	-1%	-2.5%	-2%	-0.4%	11%	9%	1%
8	COc1ccc(Cc2nc3c4c(ncn3n2)Oc2ccc3ccccc3c2C4c2ccc(OC)c(OC)c2)cc1 (stereo unspecified)	0%	-1	647	4%	-12%	2%	2.9%	4%	18%	30%
9	C#CCSC1=C(C#N)C(c2cccs2)C(C(=O)OCC)=C(C)N1 (stereo unspecified)	-3%	-21	788	0%	-11%	1%	-0.5%	-23%	8%	-20%
10	CCOC(=O)Cn1c(=NC(=O)CSC(C)=O)sc2cc(OC)ccc21	-1%	-3	827	-1%	-7.1%	-6%	-1.0%	-6%	1%	-12%
11	Cc1nc(N)nc(N)c1/C=C/C(C)(C)c1ccc(Cl)cc1	-4%	10	493	66µM*	-2.8%	-8%	-3.9%	17%	35%	6%
12	Cc1sc2ncn(CC(=O)NCCCC(=O)N3CCN(c4ccccn4)CC3)c(=O)c2c1C	-3%	nt	nt	3%	-7.6%	-2%	-0.4%	8%	10%	7%
13	O=C(CCc1ccccc1)Nc1ccc(F)c([N+](=O)[O-])c1	7%	11	695	0%	-5.3%	-9%	-1.2%	6%	2%	1%
14	CCNCc1cc([N+](=O)[O-])ccc1OCC	6%	8	701	4%	-3.5%	2%	-2.4%	-7%	1%	-8%
15	CC1(C)NC(=O)N(CC(=O)N2CCC(Cc3ccccc3)CC2)C1=O	0%	0	880	nt	nt	-14%	nt	nt	14%	4%
16	CCOc1cc(/C=C2/C(=N)N3C=CSC3=NC2=O)ccc1OCCCOc1ccccc1C	5%	nt	nt	8%	-1.6%	-4%	1.3%	1%	22%	10%
17	Cc1c(Cl)c([N+](=O)[O-])nn1CC(=O)NCC(C)C	2%	11	664	2%	1.1%	-2%	2.7%	1%	-7%	7%
18	NC(=O)c1ccc2c(c1)OCCO2	3%	nt	nt	-1%	-5.9%	-12%	-0.3%	11%	7%	0%
19	COc1ccc(NC(=O)CCN2CCN(S(=O)(=O)c3ccc(Br)cc3)CC2)cc1	4%	-1	700	nt	nt	-12%	nt	nt	8%	-2%
20	Cc1ccc2c(c1)N(CC(=O)NCc1ccco1)C(=O)CO2	0%	-6	714	-4%	-0.9%	-8%	-1.9%	-7%	13%	6%
21	CCc1ccc(NC(=O)N(CCN2CCOCC2)C2CCN(C(C)=O)CC2)cc1	-1%	nt	nt	-11%	-3.0%	-6%	0.8%	-16%	-1%	-9%
22	O=S1(=O)CCC(NC(=S)SCc2ccccc2Br)C1 (stereo unspecified)	-4%	-3	752	-6%	-4.2%	0%	-0.9%	-1%	6%	2%
23	CCCCNc1nc2c(S(=O)(=O)c3ccccc3)nnn2c2ccccc12	26%	-19	697	3%	-2.3%	-7%	-0.8%	4%	10%	?
24	CC(C)C(=O)Nc1nc2ccc(S(C)(=O)=O)cc2s1	-2%	6	718	-3%	9.0%	0%	-1.3%	7%	-16%	1%
25	COc1cc(NS(=O)(=O)c2cc3[nH]c(=O)c(=O)[nH]c3cc2C)cc(OC)c1OC	-5%	-5	792	nt	nt	-1%	nt	nt	16%	-9%
26	CN(C)C(=O)CSc1nnc(-c2cccnc2)n1-c1ccccc1	1%	nt	nt	12%	0.3%	-3%	-0.9%	6%	7%	0%
27	O=C(CC(c1ccccc1)c1ccco1)N1CCOCC1 (stereo unspecified)	6%	-2	701	13%	-3.4%	-8%	-7.2%	21%	-5%	8%
28	COCCNc1nnc(SCC(=O)c2c[nH]c3ccccc23)s1	-7%	6	645	-4%	-2.4%	-6%	-5.0%	3%	-1%	8%
29	CCOc1ccc(NC(=O)CNC(=O)c2nn(-c3ccc(OC)cc3)c(=O)c3ccccc23)cc1	-2%	-4	770	nt	nt	-7%	nt	nt	3%	26%
30	CCc1ccc(NC(=O)c2cnn(-c3ccccc3)c2C)cc1	-2%	0	683	2%	-0.8%	6%	-1.0%	-4%	-157%	4%
31	CCOC(=O)C1CCN(Cc2cn(C)nc2-c2ccc(Oc3ccccc3)cc2)CC1	3%	-2	710	-3%	-22%	-6%	1.2%	-8%	-2%	-2%
32	Cc1nc2nc3c(c(=O)n2[nH]1)CCCC3	-1%	nt	nt	15%	-2.7%	-7%	-0.4%	-2%	-12%	2%
33	CCCN(C(=O)Cc1nc(N)n[nH]1)C1(C(=O)Nc2ccccc2C)CCCCC1	0%	nt	nt	6%	-1.4%	-8%	-1.7%	54%	21%	-7%
34	Cc1ccccc1OCC(=O)NCCCNC(=O)c1cccnc1	0%	-10	747	nt	nt	-4%	nt	nt	-25%	1%
35	Cc1cc(=O)[nH]c2c1c(C)nn2C1CCOC(C)(C)C1 (stereo unspecified)	-2%	nt	nt	5%	2.5%	-1%	-2.1%	0%	9%	-10%
36	Cc1nc(CS(=O)(=O)c2ccc(Cl)cc2)cc(N2CCOCC2)n1	-5%	nt	nt	2%	-4.1%	-4%	0.6%	-7%	12%	3%
37	CC1CCN(CCc2nc3cc(NC(=O)NC4CCCCC4)ccc3n2C)CC1	-1%	nt	nt	-1%	-3.1%	0%	3.0%	-8%	-17%	24%
38	CCn1c2ccccc2c2cc(NC(=O)COC(=O)c3cc(S(N)(=O)=O)c(Cl)cc3Cl)ccc21	-1%	3	713	3%	-5.8%	3%	0.1%	4%	8%	64%
39	Cc1ccc(S(=O)(=O)Nc2nc3ccc(N)cc3s2)cc1	-3%	-12	756	nt	nt	3%	nt	nt	-6%	2%
40	O=[N+]([O-])c1ccc(/C([O-])=C(/C(=S)Nc2ccccc2F)[n+]2ccccc2)cc1	-2%	16	711	9%	-17%	14%	2.3%	-2%	-14%	23%
41	COC(=O)CCCCCc1ccc(C(C)=O)s1	-4%	5	613	4%	-3.3%	2%	0.1%	-2%	11%	-1%
42	O=C(O)CCc1ccc(-c2ccc(Br)cc2)n1Cc1ccco1	5%	3	798	16%	-11%	-1%	0.3%	16%	5%	?
43	Cc1ccc(C)c(NS(=O)(=O)c2ccc(-c3coc(C)n3)cc2)c1	-4%	-7	746	nt	nt	-3%	nt	nt	14%	0%
44	COC(=O)COc1ccc2cc(-c3ccc(OC)cc3)c(=O)oc2c1	12%	8	737	nt	nt	-33%	nt	nt	0%	32%
45	COc1cc(C(C(=O)NC2CCCCC2)N(C(=O)c2snc(C(N)=O)c2N)c2ccc(C)cc2)ccc1O (stereo unspecified)	5%	-6	754	nt	nt	-8%	nt	nt	10%	7%
46	CC(C)c1nn(-c2cc(C(F)(F)F)ccn2)c(=O)o1	2%	5	747	6%	nt	-2%	nt	0%	23%	-1%
47	COc1ccc2[nH]c3c(=O)n(CCCCC(=O)NCCC(C)C)c(=S)[nH]c3c2c1	5%	-2	669	1%	-0.7%	-4%	nt	-4%	4%	28%
48	COc1ccc(NC(=O)c2nc(S(=O)(=O)Cc3cccc(C)c3)ncc2Cl)c(OC)c1	2%	-3	736	nt	nt	-6%	nt	nt	-12%	15%
49	COC(=O)C1CCN(C(=O)CSc2nnc(-c3ccncc3)o2)CC1	-4%	1	708	3%	-7.1%	0%	-0.5%	-1%	6%	-1%
50	CCOc1ccc(OCC(=O)c2c(O)c3ccccc3oc2=O)cc1	1%	nt	nt	5%	-6.5%	-4%	0.2%	32%	-2%	-40%
51	Cc1ccccc1C(=O)NNS(=O)(=O)c1cccc([N+](=O)[O-])c1	4%	-1	805	nt	nt	-5%	nt	nt	4%	5%
52	O=C(c1ccc(Cl)cc1)C1CCCN(Cc2cccn2-c2cccnc2)C1 (stereo unspecified)	1%	-2	634	0%	0.1%	-2%	3.3%	-10%	22%	-2%
53	CCCNS(=O)(=O)c1cc(Br)cc2c1N(C(=O)CC)CC2	1%	0	756	15%	-0.4%	-9%	0.6%	-2%	4%	-5%
54	COc1ccc(S(=O)(=O)N2CCC(C(=O)Nc3nnc(CCN4CCCCC4)s3)CC2)cc1	3%	nt	nt	0%	-6.6%	-6%	-2.0%	10%	4%	4%
55	COc1ccc(/C=N/NC(=O)Cn2cnc3c2c(=O)n(C)c(=O)n3C)c(OC)c1OC	3%	2	720	3%	nt	-6%	nt	-17%	15%	-6%
56	Cc1cc(C(C)(C)C)nc2[nH]n(-c3ccccc3)c(=O)c12	-2%	4	811	2%	-5.0%	-7%	-1.7%	15%	12%	0%
57	C/C(=N\OCC(=O)Nc1ccccc1Br)c1cccs1	7%	14	704	-3%	-3.3%	-1%	0.3%	-14%	-4%	-2%
58	O=C(Cc1ccccc1F)Nc1ccccc1-c1ccccc1	-5%	-26	687	4%	-3.8%	-2%	-1.4%	2%	-48%	-1%
59	Cc1ccc(N(CC(=O)NCCc2ccc(F)cc2)S(=O)(=O)c2ccc(Cl)c([N+](=O)[O-])c2)c(C)c1	6%	14	644	2%	-0.7%	3%	-1.6%	-1%	13%	11%
60	CC1CN(C(=O)Nc2ccc(F)cc2)C2(CCCCCC2)O1 (stereo unspecified)	4%	8	685	1%	-6.6%	-6%	-0.3%	0%	-4%	0%
61	O=C(NC(=S)Nc1ccc(S(=O)(=O)Nc2nccs2)cc1)C1CC1	2%	-7	657	11%	nt	1%	nt	10%	12%	-9%

Screening results from PubChem.
